Anthrax LF inh2: blocks Bacillus anthracis lethal factor protease | multiplex microsphere protease cleavage assay, LF | inhibition, % at 10 µM | hit rate 0.12% among 360,000; in the data active = inhibition above about 30%; note: plate controls were buffer without enzyme for full effect and enzyme alone for no effect
Vc quorum ag: induces V. cholerae light production without autoinducers; V. cholerae BH1578 lux reporter, luminescence, 6 h; activation, % at 18.7 µM; hit rate 0.16% among 350,000; in the data active = activation mostly above about 9.7%, no sharp cut-off; note: not every result past the cut was called active; inactives centre near 0; reference of the scale not given here
Rv3671c inh: inhibits the M. tuberculosis serine protease Rv3671c; P9WHR9; hit rate 0.048% among 320,000; inhibition, % at 5.96 µM; in the data active = inhibition above about 38%;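 note: extracellular domain of Rv3671c used as enzyme; 0% = enzyme with DMSO and 100% = no enzyme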
DUSP3 inh: blocks human VHR1 dual specificity phosphatase. recombinant VHR phosphatase, pNPP absorbance. P51452. hit rate 0.52% among 290,000. inhibition, % at 13.3 µM. AID 1654; in the data active = inhibition above about 50%; note: some compounds called inactive have numbers as strong as hits
PriA SSB inh: blocks PriA binding to SSB C-terminal tail; hit rate 0.6% among 430,000; AlphaScreen SSBct-PriA binding, biotinylated peptide; inhibition, % at 33 µM; in the data active = inhibition mostly above about 37%, no sharp cut-off; inactive = mostly below about 20%;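 note: plate controls were negative control peptide for no effect and reference peptide for full effect; strong numbers were not always called active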
PfHsp40 rescue: restores yeast growth despite PfHsp40 toxicity. growth rescue, % at 12.5 µM. hit rate 0.68% among 340,000. S. cerevisiae expressing PfHsp40, growth rescue, ATP luminescence. AID 504582; in the data active = growth rescue above about 28%, passing the limit was not always enough;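 note: yeast W303a lacking pdr1 and pdr3 grown in galactose medium; growth measured after three days at 30 °C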
SARS 3CLpro inh: SARS-CoV 3CLpro protease inhibition; AID 1706; inhibition, % at 6 µM; P0C6X7; recombinant SARS-CoV 3CLpro, quenched FRET peptide cleavage; hit rate 0.14% among 290,000; in the data active = inhibition above about 12%
MazF activator: activators of E. coli MazEF toxin-antitoxin RNase. P0AE70. FAM/BHQ RNA-DNA oligo cleavage fluorescence, 5 h. activation, % at 20 µM. hit rate 0.32% among 350,000; in the data active = activation above about 50%
TcdB GH inh: blocks C. difficile toxin B glycohydrolase activity | P18177 | TcdB glycohydrolase enzymatic assay, plate reader | inhibition, % at 9.99 µM | hit rate 0.24% among 350,000; in the data active = inhibition above about 10%
Y pestis TopoI: inhibitors of Yersinia pestis topoisomerase I; Y. pestis Topo-I cleavage product accumulation, plate reader; activity, % at 10 µM; hit rate 0.064% among 360,000; AID 504884; in the data active = activity above about 50%, passing the limit was not always enough; note: inactives centre near 2
* = called active by the depositor; i = inactive; . = no result given; & = joins results of further samples.

item	compound	Anthrax LF inh2	Vc quorum ag	Rv3671c inh	DUSP3 inh	PriA SSB inh
1	Cc1cccc2c1cnn2C(=O)CCC(=O)N1CCC(C)CC1	-5	-0.3	1	-2	-2
2	CCNC(=O)N1CCCC(C(=O)c2ccc(-c3ccccc3)cc2)C1 (stereo not drawn)	-2	i	.	19	-8
3	O=C1CC(c2nc3ccccc3[nH]2)CN1c1cccc(C(F)(F)F)c1 (stereo not drawn)	1	-0.2	-2	-4	-9
4	CC(=O)Cn1cnc2sc(-c3ccccc3)cc2c1=O	-2	.	1	26	-21
5	O=C(NNC(=O)c1ccc(-n2cncn2)c([N+](=O)[O-])c1)c1cccc(Cl)c1	1	i	-3	.	16
6	Cc1cc2c3c([nH]c2cc1S(=O)(=O)NCc1ccc(CN2CCCCCC2)o1)CC(C)(C)CC3=O	9	-0.2	3	9	-4
7	Cc1ccc(S(=O)(=O)N(CC(=O)Nc2ccccc2)C(=O)N2CCN(C)CC2)cc1	0	-2.9	3	.	1
8	Cc1nn(CC(=O)NCCCc2ccccc2)c(=O)c2cc3occc3n12	1	i	-1	-12	-3
9	COc1ccc(NC(=O)c2ccc(S(=O)(=O)N3CCOCC3)o2)cc1	10	-0.4	-11	31	-6
10	COc1ccc(NC(=O)CS(=O)c2cccc(Cl)c2)cc1 (stereo not drawn)	-11	i	4	29	10

item	PfHsp40 rescue	SARS 3CLpro inh	MazF activator	TcdB GH inh	Y pestis TopoI
1	0.7	-4	1	0.3	17
2	173*	1	0	0.4	39
3	-0.4	0	5	0.4	-3
4	1.6	1	0	.	-1
5	-1.0	.	6	0.0	2
6	-1.2	-5	10	-0.3	-11
7	-0.2	.	4	1.6	-3
8	0.4	0	2	-0.4	0
9	-0.2	1	-1	1.6	-5
10	-1.1	-5	-1	1.5	3

The closing 6 records of the section above are carried over, then new ones follow.
item	compound	Anthrax LF inh2	Vc quorum ag	Rv3671c inh	DUSP3 inh	PriA SSB inh
5	O=C(NNC(=O)c1ccc(-n2cncn2)c([N+](=O)[O-])c1)c1cccc(Cl)c1	1	i	-3	.	16
6	Cc1cc2c3c([nH]c2cc1S(=O)(=O)NCc1ccc(CN2CCCCCC2)o1)CC(C)(C)CC3=O	9	-0.2	3	9	-4
7	Cc1ccc(S(=O)(=O)N(CC(=O)Nc2ccccc2)C(=O)N2CCN(C)CC2)cc1	0	-2.9	3	.	1
8	Cc1nn(CC(=O)NCCCc2ccccc2)c(=O)c2cc3occc3n12	1	i	-1	-12	-3
9	COc1ccc(NC(=O)c2ccc(S(=O)(=O)N3CCOCC3)o2)cc1	10	-0.4	-11	31	-6
10	COc1ccc(NC(=O)CS(=O)c2cccc(Cl)c2)cc1 (stereo not drawn)	-11	i	4	29	10
11	N/C(=N\OC(=O)Cc1ccc(Cl)cc1)c1cccnc1	-3	-0.5	-6	13	.
12	O=C(c1ccoc1)N1CCCC(N2CCN(c3ccc(F)cc3)CC2)C1 (stereo not drawn)	0	-0.6	-4	8	-11
13	Cc1cc(OCC(=O)N(C)Cc2ccccc2)ccc1Br	25	-0.4	.	-8	-40
14	CC(=O)Oc1ccc2occ(/C=N/c3cc(=O)[nH]c(=S)[nH]3)c(=O)c2c1	1	4.3	-2	23	.
15	COc1ccc(C2(c3ccc(OC)cc3)NC(=O)N(CC(=O)NC3(C#N)CCCCC3)C2=O)cc1	2	-0.6	-5	.	4
16	Cn1c(=O)c(C(=O)c2ccc(S(C)(=O)=O)c(Cl)c2Cl)c(O)c2ccccc21	6	-0.5	7	.	-2
17	COc1cc(S(=O)(=O)n2nc(C)cc2C)ccc1Cl	6	0.7	2	12	-14
18	CCCn1c(=O)c2ccccc2n2c(SCCOc3ccc(OC)cc3)nnc12	-2	1.7	-7	2	-5
19	O=S1(=O)CCN(Cc2cccnc2)CC1	-4	-0.5	.	.	.
20	O=C(COc1ccc2ccccc2c1)NNC(=O)c1cccs1	-1	-0.3	-5	5	-19

item	PfHsp40 rescue	SARS 3CLpro inh	MazF activator	TcdB GH inh	Y pestis TopoI
5	-1.0	.	6	0.0	2
6	-1.2	-5	10	-0.3	-11
7	-0.2	.	4	1.6	-3
8	0.4	0	2	-0.4	0
9	-0.2	1	-1	1.6	-5
10	-1.1	-5	-1	1.5	3
11	0.3	4	4	1.9	4
12	-1.4	-2	3	1.1	-9
13	4.4	8	-1	1.1	4
14	-1.0	7	2	-0.6	-2
15	-1.4	.	9	1.8	-12
16	1.4	.	4	1.4	-1
17	-0.7	-5	4	-0.4	6
18	0.0	0	-5	2.4	9
19	.	.	-10	0.1	4
20	0.4	1	5	-0.6	-2

(cont.)
item	compound	Anthrax LF inh2	Vc quorum ag	Rv3671c inh	DUSP3 inh	PriA SSB inh
21	CC1=NN(c2ccccc2)C(=O)C1=Cc1ccccc1	0	i	.	.	.
22	Cn1c(Cc2cccc3ccccc23)nnc1SCc1ccc([N+](=O)[O-])cc1	0	0.1	-6	33	-2
23	CC(=NNC(=S)Nc1cccc(C)c1)c1ccccn1	7	i	.	.	35
24	CC(Cc1ccccc1)NC(=O)CSc1nc2nc3c(cc2c(=O)n1-c1ccccc1)COC(C)(C)C3 (stereo not drawn)	-1	-0.2	1	38	-6
25	COc1ccc(/C=C/c2nnc(NC(=O)COc3ccc(C)cc3)s2)cc1	-3	-0.1	-24	8	-3
26	Cc1cccc(C(=O)N2CCC(=O)N(C(COCc3ccccc3)Cc3ccccc3)CC2)c1 (stereo not drawn)	-6	i	-1	-4	5
27	Cc1c(C(=O)N2CCOCC2)c(S(=O)(=O)Nc2ccc(Br)cc2F)c(C)n1C	5	-0.2	-7	9	3
28	CC1(C)CC(=O)C=C(NC2=CC3OC(c4ccccc4)OCC3OC2=O)C1 (stereo not drawn)	1	-0.2	-1	-2	-2
29	COC(=O)c1cn(NC(=O)c2ccc(F)cc2)c(=O)c2ccccc12	-1	-0.3	-4	30	-16
30	Cc1cccn2c(=O)nc(SCC(=O)N3CCOCC3)nc12	.	-0.5	6	.	0

item	PfHsp40 rescue	SARS 3CLpro inh	MazF activator	TcdB GH inh	Y pestis TopoI
21	.	.	0	0.1	-3
22	2.2	0	-5	.	24
23	116*	.	-12	-3.1	-7
24	-0.9	-6	-10	.	-2
25	0.0	-3	-2	.	-2
26	0.3	0	-12	0.5	14
27	1.3	0	10	0.4	3
28	5.4	2	-2	-1.6	0
29	0.1	-6	9	.	0
30	0.6	.	4	0.6	5

(further entries)
item	compound	Anthrax LF inh2	Vc quorum ag	Rv3671c inh	DUSP3 inh	PriA SSB inh
31	COc1ccc(CNC(=O)c2cc(=O)c3c(C)cc(C)cc3o2)cc1	-3	-1.0	-1	-2	-14
32	COc1ccc(NC2CCCN(C(=O)c3cccs3)C2)cc1 (stereo not drawn)	1	i	2	43	7
33	CC(C)(C)c1cc(C(F)(F)F)nc(SCCCNC(=O)c2ccco2)n1	1	i	11	-8	-16
34	CCc1ccc(N(CC(=O)NCc2ccco2)C(=O)CCC(=O)Nc2ccccn2)cc1	7	-0.5	-7	31	-11
35	CC1(C(=O)Nc2ccccc2Cc2ccccc2)CCN1CCc1ccccc1 (stereo not drawn)	-1	i	.	.	.
36	CCN(CC)CCN(C(=O)/C=C/c1cccs1)c1nc2ccc(C)cc2s1	-2	-2.7	-10	1	16&-7
37	Cc1[nH]c2ccccc2c1/C=N/NC(=O)c1cccc(Br)c1	-1	-0.1	3	16	.
38	NCc1ccccc1	-13	-0.5	-3	.	-4
39	CCOC(=O)c1nnn(-c2ccc(OC)cc2)c1N	0	i	1	12	-4
40	Cc1ccc(S(=O)(=O)NCc2nc(-c3ccccc3)no2)cc1	-1	-0.2	-3	16	-8

item	PfHsp40 rescue	SARS 3CLpro inh	MazF activator	TcdB GH inh	Y pestis TopoI
31	0.8	6	3	0.0	3
32	1.4	3	8	0.0	-2
33	1.8	-4	7	.	14
34	-0.5	-3	0	0.2	28
35	.	.	.	0.4	25
36	1.4	2	-3	-0.4	2
37	-0.2	0	22	-1.6	-24
38	-1.3	.	8	1.0	-6
39	-0.1	-1	3	.	5
40	0.1	0	6	0.4	9

Later entries.
item	compound	Anthrax LF inh2	Vc quorum ag	Rv3671c inh	DUSP3 inh	PriA SSB inh
41	CN(C)c1ccc(/C=N/NC(=O)c2ccc(Cn3cc(Br)cn3)o2)cc1	-5	i	13	-11	.
42	COc1cccc(C(=O)NNC(=O)c2cccc3ccccc23)c1	-4	-7.7	.	.	-11
43	CSc1ccc(S(=O)(=O)NCC(=O)OCC(=O)NCC2CCCO2)cc1[N+](=O)[O-] (stereo not drawn)	2	i	5	.	-14
44	Cc1cc(NC(=O)/C=C/c2ccc(Cl)cc2)no1	0	-0.6	-8	2	-5
45	CC1(C(=O)NS(=O)(=O)c2ccc3c(c2)CCO3)CCN1C(=O)c1ccccc1CCc1ccccc1 (stereo not drawn)	2	i	.	.	.
46	CCCCNc1nc2cccnc2s1	6	i	1	-8	3
47	C=C1C(=O)OC2CCN3CC=C(COC(=O)C(C)(O)C4(CO4)C1C)C23 (stereo not drawn)	-6	-0.7	.	.	.
48	Cc1ccc(S(=O)(=O)N(C)c2ccc(C(=O)Nc3ccccc3C(=O)N3CCOCC3)cc2)cc1	-8	-1.6	1	-11	-1
49	COc1cc(-c2nc(CN3CCCCC3CCNC(C)=O)c(C)o2)ccc1F (stereo not drawn)	-4	-0.2	4	13	0
50	CCc1cccc2c(C(=O)CSc3nncn3C)c[nH]c12	3	-0.3	7	-2	-10
51	Cc1cc2c(cc1S(=O)(=O)N1CCN(c3cccc(C)c3C)CC1)OCCN2C	3	-0.2	2	-6	-2
52	CCN1C(=O)/C(=C\N2CCN(C(=O)c3ccco3)CC2)SC1=S	-2	-0.2	1	40	-8

item	PfHsp40 rescue	SARS 3CLpro inh	MazF activator	TcdB GH inh	Y pestis TopoI
41	0.3	0	-2	.	6
42	0.0	.	-2	-0.4	-1
43	-0.1	.	5	-1.2	-5
44	-0.2	2	-3	.	1
45	.	.	.	-4.6	16
46	-0.5	2	1	-1.2	-1
47	.	.	.	-12	0
48	0.0	7	0	0.9	-1
49	-0.3	0	8	1.4	9
50	-1.1	3	1	-0.8	3
51	0.6	2	-17	0.7	11
52	1.0	-3	-1	0.4	-5

Screens from PubChem BioAssay.

A portion of the library. The share of hits here may be higher or lower than overall.
